# Bioassay records as filed in PubChem BioAssay.
# CHO-K1 Ca antag: nonselective inhibitor or artifact in parental CHO-K1 cells; ATP-induced calcium, Fluo-8 fluorescence; inhibition, % at 3 µM; actives 0.6% (n = 360,000); AID 602250;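 active = inhibition above a per-plate cutoff, the plate's mean sample inhibition plus 3 SD, cut at about 24% in these data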;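 also: 0% = DMSO plus EC80 ATP and 100% = DMSO alone without ATP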
# M4 PAM: potentiates acetylcholine response at human M4 receptor; P08173; AID 624126; activation, % at 3 µM; actives 0.4% (n = 360,000); CHO-K1 hM4/Gqi5, Fluo-8 calcium fluorescence, ACh EC20; 0% = ACh EC20, 100% = maximal ACh;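 active = activation above its plate's cutoff, the mean activation of sample wells plus 3 SD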; also: some results filed as inactive read as strong as hits
# Target sequence (P08173 whole entry, looked up): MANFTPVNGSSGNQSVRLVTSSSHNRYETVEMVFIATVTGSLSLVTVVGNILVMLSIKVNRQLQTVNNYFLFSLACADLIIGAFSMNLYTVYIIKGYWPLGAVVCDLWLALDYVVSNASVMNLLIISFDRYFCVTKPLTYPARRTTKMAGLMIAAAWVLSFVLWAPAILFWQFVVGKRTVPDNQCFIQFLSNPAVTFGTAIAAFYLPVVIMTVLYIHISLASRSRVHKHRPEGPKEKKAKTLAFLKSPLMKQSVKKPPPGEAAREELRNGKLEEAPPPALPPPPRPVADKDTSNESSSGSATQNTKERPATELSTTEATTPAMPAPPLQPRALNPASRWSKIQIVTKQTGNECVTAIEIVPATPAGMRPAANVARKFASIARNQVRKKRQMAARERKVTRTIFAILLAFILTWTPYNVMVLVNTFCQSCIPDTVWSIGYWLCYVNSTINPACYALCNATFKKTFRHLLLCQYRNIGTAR
# CHO-K1 Ca ag: M1 agonist counterscreen hit in parental CHO-K1 cells. Fluo-8 calcium fluorescence; scaled to maximal ATP response, vehicle zero. activation, % at 3 µM. actives 0.48% (n = 360,000). AID 602248; in the data active = activation above about 15%;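 also: untransfected CHO-K1 host cells lacking M1 receptor as counterscreen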
# M1 PAM parental: M1 PAM counterscreen hit in parental CHO-K1 cells; activation, % at 3 µM; ATP EC20, Fluo-8 calcium fluorescence; 0% at ATP EC20, 100% at ATP max; actives 0.02% (n = 360,000); AID 602247;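 active = activation above the run cutoff, the mean activation of all test compounds plus 3 SD, cut at about 40% in these data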;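 also: peak over basal fluorescence ratio in a 140 s read after ATP addition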
# M5 PAM: CHRM5 positive allosteric modulation | P08912 | actives 0.3% (n = 360,000) | activation, % at 3 µM | CHO-K1 hM5, Fluo-8 calcium, ACh EC20 PAM; 0% = ACh EC20, 100% = ACh EC100;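 active = activation above the run cutoff, the mean activation of all test compounds plus 3 SD, cut at about 18% in these data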
# Target sequence (P08912 whole entry, looked up): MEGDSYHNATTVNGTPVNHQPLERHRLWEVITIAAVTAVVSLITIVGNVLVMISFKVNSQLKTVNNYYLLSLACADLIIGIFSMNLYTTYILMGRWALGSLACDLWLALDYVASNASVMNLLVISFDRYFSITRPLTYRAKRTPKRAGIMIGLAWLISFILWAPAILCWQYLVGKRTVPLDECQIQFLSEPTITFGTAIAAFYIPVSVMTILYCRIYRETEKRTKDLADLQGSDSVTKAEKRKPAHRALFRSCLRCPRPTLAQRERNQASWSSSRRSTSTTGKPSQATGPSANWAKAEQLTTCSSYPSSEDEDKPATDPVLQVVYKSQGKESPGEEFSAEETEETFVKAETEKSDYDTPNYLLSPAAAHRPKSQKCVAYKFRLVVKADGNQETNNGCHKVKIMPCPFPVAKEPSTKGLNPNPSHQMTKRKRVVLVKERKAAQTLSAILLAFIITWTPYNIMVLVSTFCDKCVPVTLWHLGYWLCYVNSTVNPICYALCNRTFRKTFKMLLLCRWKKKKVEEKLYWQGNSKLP
#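 Assay system: CHO-K1 hM5 cells / Incubation: Fluo-8 loading 80 min at 37 °C plus 30 min room temperature / Technique: Fluo-8 calcium dye fluorescence, kinetic read / Repeats: single replicate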
# M4 ag: CHRM4 agonism in calcium assay | activation, % at 3 µM | P08173 | CHO-K1 hM4/Gqi5, Fluo-8 calcium fluorescence; vehicle 0%, full acetylcholine response 100% | AID 624127 | actives 0.14% (n = 360,000);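 active = activation above the run mean over all test wells plus 3 SD, cut at about 32% in these data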;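 also: peak over basal fluorescence ratio per well then scaled between controls; 0% = DMSO wells and 100% = acetylcholine at EC100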
# M5 antag: antagonists of human muscarinic M5 receptor (CHRM5); actives 0.59% (n = 360,000); AID 624040; CHO-hM5 cells, Fluo-8 calcium fluorescence, ACh EC80; inhibition, % at 3 µM; P08912;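 active = inhibition above a per-plate cutoff, the mean of that plate's test compounds plus 3 SD, cut at about 27% in these data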;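 also: 0% = acetylcholine EC80 with DMSO and 100% = DMSO without agonist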
# M4 antag: CHRM4 antagonism in calcium assay. actives 0.73% (n = 360,000). P08173. inhibition, % at 3 µM. AID 624125. CHO-hM4 cells, ACh EC80, Fluo-8 calcium fluorescence;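 active = inhibition above its plate's cutoff, the mean inhibition of sample wells plus 3 SD, cut at about 27% in these data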;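 also: 0% = acetylcholine EC80 with DMSO and 100% = DMSO without agonist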
# CHRM5 agonist: CHRM5 agonism in calcium assay. P08912. CHO-K1 hM5 cells, Fluo-8 calcium fluorescence; 0% DMSO wells, 100% maximal acetylcholine response. activation, % at 3 µM. actives 0.19% (n = 360,000). AID 624037;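 active = activation above the run's mean over test compounds plus 3 SD, cut at about 23% in these data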;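 also: signal is peak over basal fluorescence ratio across the kinetic read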
# An asterisk follows results filed as active.
# Field names: A = CHO-K1 Ca antag; B = M4 PAM; C = CHO-K1 Ca ag; D = M1 PAM parental; E = M5 PAM; F = M4 ag; G = M5 antag; H = M4 antag; I = CHRM5 agonist
1. Cc1ccc(CNC(=O)C2CCCN2S(=O)(=O)c2ccc(Cl)cc2)cc1 (stereo unspecified)
  A: 1; B: -5; C: 1.0; D: 6; E: -6; F: 2; G: 3; H: 1; I: 0

2. Nc1nc(N)c2ncn(C3C=CC(CO)C3)c2n1 (stereo unspecified)
  A: -2; B: 12; C: 0.2; D: 4; E: 4; F: 1; G: -1; H: -3; I: 2

3. CC1COC(=O)C(NNc2ccc(Cl)c(Cl)c2)=N1 (stereo unspecified)
  A: 5; B: -2; C: 0.1; D: -7; E: 0; F: 2; G: 4; H: 4; I: 5

4. CC(=O)C(C)n1cnc2scc(-c3ccc(C)cc3)c2c1=O (stereo unspecified)
  A: -2; B: -5; C: 0.6; D: 12; E: 2; F: 0; G: 9; H: -1; I: -8

5. O=C(CNc1ccc(Oc2ccccc2)cc1)N1CCOCC1
  A: -6; B: -3; C: 0.7; D: 9; E: 0; F: 1; G: 1; H: -2; I: -2

6. COc1cccc(-c2cc(C(=O)NCC3CCCO3)c3cc(Br)cc(C)c3n2)c1 (stereo unspecified)
  A: -15; B: -6; C: 0.4; D: 18; E: -2; F: 2; G: 7; H: 4; I: -4

7. O=C(c1ccc(N2CCCC2=O)cc1)N1CCN(c2cccc(C(F)(F)F)c2)CC1
  A: -9; B: -8; C: 7.9; D: -3; E: -7; F: 12; G: 5; H: -8; I: -2

8. COC(=O)c1ccc2c(=O)n(CCO)c(=S)[nH]c2c1
  A: -4; B: 3; C: 0.0; D: 5; E: 1; F: 2; G: -9; H: -3; I: 4

9. COc1cccc(OC)c1C(=O)Nc1cc(C)on1
  A: 10; B: 0; C: -0.1; D: 17; E: 4; F: 1; G: -1; H: 9; I: 3

10. Cc1c(NC(=O)C2CCCO2)cccc1[N+](=O)[O-] (stereo unspecified)
  A: 16; B: -3; C: -0.1; D: -7; E: 1; F: 0; G: 5; H: 7; I: -1

# The list continues:
# Field names: A = CHO-K1 Ca antag; B = M4 PAM; C = CHO-K1 Ca ag; D = M1 PAM parental; E = M5 PAM; F = M4 ag; G = M5 antag; H = M4 antag; I = CHRM5 agonist
11. O=C1OCC2=C1C(c1ccc(F)cc1)c1cc3c(cc1N2)OCO3 (stereo unspecified)
  A: -3; B: -3; C: -0.1; D: 7; E: -3; F: 0; G: 5; H: 1; I: 0

12. COc1ccc(N2CC(C(=O)N[C@@H](C)C(=O)NCc3ccccc3OC)CC2=O)cc1 (stereo partly specified)
  A: -6; B: 5; C: -0.5; D: 0; E: -6; F: 1; G: 2; H: -6; I: 1

13. CC(=O)Nc1ccc(S(=O)(=O)NCCSCc2cccc(Cl)c2)cc1
  A: -1; B: -4; C: 5.7; D: 18; E: -6; F: 13; G: 3; H: -4; I: 2

14. Cc1[nH]n(-c2ccccc2)c(=O)c1C=Nc1ccc(S(=O)(=O)Nc2nccs2)cc1
  A: 0; B: 6; C: -0.3; D: 6; E: 10; F: 1; G: -12; H: -7; I: -1

15. COCC(=O)NC1CCN(S(=O)(=O)c2cccc(C(C)=O)c2)CC1
  A: -11; B: 13; C: -0.1; D: 18; E: -2; F: 1; G: -6; H: -15; I: -2

16. O=C(CNCc1ccccc1)NC1C2CC3CC(C2)CC1C3 (stereo unspecified)
  A: -4; B: -5; C: 2.3; D: 12; E: -1; F: 2; G: -10; H: -6; I: 3

17. CCOC(=O)N1CCN(C(=O)C(CC)c2ccccc2)CC1 (stereo unspecified)
  A: -8; B: -6; C: 1.1; D: 27; E: 1; F: -1; G: 0; H: 8; I: -3

18. O=C(COc1ccccc1O)Nc1ccc(Cl)cc1
  A: 1; B: -3; C: 5.1; D: 15; E: -17; F: 14; G: -1; H: -10; I: 0

19. CCN(CC)CCNc1nc(C(F)(F)F)nc2c1nnn2Cc1ccccc1
  A: -6; B: -4; C: 2.7; D: 4; E: 1; F: 5; G: 14; H: -4; I: 0

20. CSC1=NCCN1C(=O)C12CC3CC(CC(C3)C1)C2
  A: -12; B: -5; C: 0.7; D: 21; E: 13; F: 1; G: -3; H: -16; I: -3

# Entries of single compounds, quoted from the list:
# Entry for CCN(CC)CCNc1nc(C(F)(F)F)nc2c1nnn2Cc1ccccc1 : CHO-K1 Ca antag: -6; M4 PAM: -4; CHO-K1 Ca ag: 2.7; M1 PAM parental: 4; M5 PAM: 1; M4 ag: 5; M5 antag: 14; M4 antag: -4; CHRM5 agonist: 0
# Entry for COCC(=O)NC1CCN(S(=O)(=O)c2cccc(C(C)=O)c2)CC1 : CHO-K1 Ca antag: -11; M4 PAM: 13; CHO-K1 Ca ag: -0.1; M1 PAM parental: 18; M5 PAM: -2; M4 ag: 1; M5 antag: -6; M4 antag: -15; CHRM5 agonist: -2

# (listing goes on)
# Field names: A = CHO-K1 Ca antag; B = M4 PAM; C = CHO-K1 Ca ag; D = M1 PAM parental; E = M5 PAM; F = M4 ag; G = M5 antag; H = M4 antag; I = CHRM5 agonist
21. O=C1[C@H](O)[C@@H](O)C(=O)N1Cc1ccccc1
  A: -11; B: -1; C: 0.4; D: 17; E: -1; F: 1; G: 7; H: -11; I: -5

22. COc1ccc(-c2coc3c(C(=O)NCc4cccc(Cl)c4)cccc23)c(C)c1
  A: 9; B: -4; C: 2.7; D: 8; E: -2; F: 5; G: 10; H: 19; I: 0

23. Cn1c(CSc2nc3ccccc3n2C)nc2ccccc21
  A: -9; B: -1; C: 1.1; D: 6; E: -7; F: 5; G: -4; H: -3; I: -7

24. c1ccc2c(CCN3CCNC[C@H]3Cc3cccc4ccccc34)cccc2c1
  A: -3; B: 13; C: 4.5; D: 16; E: 5; F: 2; G: 13; H: 10; I: 1

25. CS(=O)(=O)c1ccc(C(=O)NC(Cc2ccccc2)c2ccccc2)cc1 (stereo unspecified)
  A: 5; B: 4; C: 0.4; D: -8; E: -3; F: 1; G: 15; H: -9; I: -3

26. CCOC(=O)c1cc(C#N)c(SCc2cccc3ccccc23)nc1C
  A: -4; B: 1; C: 0.5; D: 9; E: 0; F: 0; G: 4; H: 8; I: -1

27. O=C(NCc1cccc(C(F)(F)F)c1)c1c[nH]c(=O)s1
  A: -1; B: 14; C: 0.5; D: -9; E: -10; F: 3; G: -2; H: -21; I: 1

28. CCOCCc1nnc(NC(=O)c2cc(OC)c(OC)c(OC)c2)s1
  A: -10; B: -2; C: 0.8; D: 6; E: -2; F: 1; G: 3; H: 6; I: 3

29. Cc1cccc(N2CCN(C(=O)c3cccc(N4C(=O)C5C6C=CC(C6)C5C4=O)c3)CC2)c1C (stereo unspecified)
  A: 6; B: 0; C: 0.7; D: 1; E: 2; F: 2; G: -14; H: -5; I: 2

30. CCC(OC(=O)c1ccco1)C(=O)NCc1ccc(C)cc1 (stereo unspecified)
  A: -8; B: -6; C: 0.3; D: 20; E: -5; F: 0; G: 0; H: 9; I: -4

# The list continues:
# Field names: A = CHO-K1 Ca antag; B = M4 PAM; C = CHO-K1 Ca ag; D = M1 PAM parental; E = M5 PAM; F = M4 ag; G = M5 antag; H = M4 antag; I = CHRM5 agonist
31. CCOCCC(=O)Nc1cc(Cl)ccc1OC
  A: -2; B: -3; C: -0.2; D: 3; E: -2; F: 1; G: -1; H: 1; I: -2

32. Cc1ccc(S(=O)(=O)c2c(C)nn(C(C)(C)C)c2OC(=O)c2cccs2)cc1
  A: -11; B: -1; C: 0.7; D: 17; E: -1; F: 0; G: -5; H: 8; I: -3

33. O=C(CN(c1ccccn1)S(=O)(=O)c1ccccc1)N/N=C/c1cccc([N+](=O)[O-])c1
  A: 1; B: 0; C: -0.2; D: 23; E: -1; F: 1; G: -3; H: 7; I: -3

34. O/N=C/c1ccc2ccccc2n1
  A: -9; B: -1; C: 2.6; D: -1; E: -8; F: 7; G: 8; H: -11; I: 2

35. CC1=NN(C(N)=S)C(=O)C1N=Nc1ccc(S(N)(=O)=O)cc1 (stereo unspecified)
  A: -10; B: -1; C: 0.7; D: 11; E: 1; F: -1; G: 8; H: 2; I: 2

36. COc1ccc(NC(=O)c2oc3ccccc3c2NC(=O)C(C)(C)C)cc1
  A: -10; B: 8; C: -0.4; D: -9; E: 0; F: -2; G: 4; H: 11; I: -6

37. Cc1cc(-c2n[nH]c(=S)n2/N=C/c2ccccc2[N+](=O)[O-])n[nH]1
  A: -14; B: 10; C: 1.1; D: 20; E: 1; F: 1; G: 4; H: 4; I: 1

38. CCOC(=O)c1cc(NC(=O)c2ccc(C)cc2)c(=O)oc1C(F)(F)F
  A: 13; B: -5; C: -0.1; D: -7; E: 0; F: 0; G: 0; H: 3; I: -2

39. CC(=O)c1c(C)[nH]c(C(=O)OCC(=O)Nc2cccnc2Cl)c1C
  A: -12; B: -2; C: 0.5; D: 11; E: -10; F: 2; G: 13; H: -3; I: 3

40. CCCCCCCCCCCCCC(=O)O
  A: -4; B: 2; C: 0.5; D: 4; E: -4; F: 1; G: -3; H: -11; I: 2

41. O=C1NC(c2ccc(Cl)cc2)Oc2ccccc21 (stereo unspecified)
  A: 2; B: 10; C: 1.6; D: 14; E: -2; F: 1; G: -12; H: -28; I: 0

42. O=c1c2cc(Cl)cc(Cl)c2nc2n1CCC2
  A: -7; B: -1; C: 5.6; D: 22; E: 10; F: 1; G: -2; H: -2; I: -1

# In a second layout: results already given.
# Screens in order: CHO-K1 Ca antag | M4 PAM | CHO-K1 Ca ag | M1 PAM parental | M5 PAM | M4 ag | M5 antag | M4 antag | CHRM5 agonist
36) COc1ccc(NC(=O)c2oc3ccccc3c2NC(=O)C(C)(C)C)cc1
  -10 | 8 | -0.4 | -9 | 0 | -2 | 4 | 11 | -6
37) Cc1cc(-c2n[nH]c(=S)n2/N=C/c2ccccc2[N+](=O)[O-])n[nH]1
  -14 | 10 | 1.1 | 20 | 1 | 1 | 4 | 4 | 1
38) CCOC(=O)c1cc(NC(=O)c2ccc(C)cc2)c(=O)oc1C(F)(F)F
  13 | -5 | -0.1 | -7 | 0 | 0 | 0 | 3 | -2

# Rows are unselected; about 2.7% have a hit in one of these screens.
